Compound activity (PubChem)
p97 ATPase inh = inhibitors of human p97 ATPase; P55072; recombinant p97 ATPase, Kinase-Glo ATP luminescence, 3 h; inhibition, % at 8 µM; actives 0.42% (n = 220,000); in the data active means inhibition above about 15%;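 further: 0% = DMSO vehicle and 100% = wells lacking enzyme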
Target sequence (P55072 whole entry, looked up): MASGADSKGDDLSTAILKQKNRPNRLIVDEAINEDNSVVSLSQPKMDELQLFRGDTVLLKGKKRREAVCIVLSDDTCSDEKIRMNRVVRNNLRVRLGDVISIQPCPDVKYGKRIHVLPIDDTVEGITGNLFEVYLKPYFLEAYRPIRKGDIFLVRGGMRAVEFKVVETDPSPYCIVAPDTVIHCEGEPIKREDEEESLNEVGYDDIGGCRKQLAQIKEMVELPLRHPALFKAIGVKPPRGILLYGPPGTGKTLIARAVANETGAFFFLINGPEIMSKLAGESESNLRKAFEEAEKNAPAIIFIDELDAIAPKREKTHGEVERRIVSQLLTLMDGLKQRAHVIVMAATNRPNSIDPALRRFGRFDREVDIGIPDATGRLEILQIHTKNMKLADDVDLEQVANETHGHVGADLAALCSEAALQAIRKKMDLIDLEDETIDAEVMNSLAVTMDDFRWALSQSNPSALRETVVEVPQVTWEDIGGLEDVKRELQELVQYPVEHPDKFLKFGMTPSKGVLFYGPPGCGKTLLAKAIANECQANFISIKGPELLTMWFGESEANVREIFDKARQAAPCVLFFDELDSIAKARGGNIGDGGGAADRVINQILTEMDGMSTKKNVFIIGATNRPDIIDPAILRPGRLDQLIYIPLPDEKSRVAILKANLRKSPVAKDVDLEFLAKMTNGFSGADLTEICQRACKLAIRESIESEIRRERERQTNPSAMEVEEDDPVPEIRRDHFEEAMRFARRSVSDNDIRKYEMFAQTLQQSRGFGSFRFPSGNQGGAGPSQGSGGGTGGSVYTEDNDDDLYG
Calpain2 inh = blocks pig calpain II enzyme activity | AID 1236 | purified calpain II, fluorogenic peptide substrate, 30 min | actives 0.37% (n = 220,000) | inhibition, % at 16 µM;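 active means inhibition above about 50%, limit read from the data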
EBV gp42 inh = EBV gp42 inhibition; Q1HVG2; Fluorescence polarization binding assay, mP read-out; inhibition, % (tested at 21.74 µM); actives 0.42% (n = 220,000); in the data active means inhibition above about 50%
Runt-CBFb FRET = Runt domain-CBFb interaction inhibition; inhibition, % at 20 µM; Q01196+Q13951; actives 0.46% (n = 220,000); Cerulean-Runt/Venus-CBFb FRET ratio 530/480, 1 h;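 active means inhibition over about 50% at 20 µM in the single-dose screen, limit read from the data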;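 further: 0% = DMSO wells and 100% = excess unlabeled CBFb competitor control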
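test system = Cerulean-tagged RUNX1 Runt domain (FRET donor) fusion protein | reagent = Venus-CBFb binding partner, 100 nM | incubation = protein complex preformed 1 h, compound exposure 1 h, room temperature, dark | detection = FRET fluorescence | read-out basis = loss of energy transfer signal | controls = 5 µM unlabeled CBFb as full-inhibition high control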
RBBP9 inh = blocks human serine hydrolase RBBP9; O75884; recombinant RBBP9, FP-Rh probe fluorescence polarization; inhibition, % at 7.94 µM; actives 0.2% (n = 220,000); AID 1515;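 active means inhibition above the campaign mean of all tested compounds plus 3 SD, cut at about 14% in these data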;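 further: plate controls were DMSO wells with RBBP9 for no effect and wells lacking RBBP9 protein for full effect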
Target sequence (O75884 whole entry, looked up): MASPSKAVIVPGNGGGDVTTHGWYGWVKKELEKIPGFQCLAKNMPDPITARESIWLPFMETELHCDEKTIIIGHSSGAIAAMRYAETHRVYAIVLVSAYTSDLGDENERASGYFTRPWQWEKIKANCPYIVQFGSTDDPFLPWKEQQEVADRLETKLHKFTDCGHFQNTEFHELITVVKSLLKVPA
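Measured by – fluorescence polarization · Test system – RBBP9 protein · Input – 2.5 µM RBBP9 dispensing solution, before mixing · Measure – percent inhibition from mP, scaled between DMSO and no-protein wells · Benchmarks – DMSO-treated enzyme wells and wells lacking RBBP9 · Times – preincubation 30 min plus labeling 45 min at 25 °C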
TbHK1 inh = blocks Trypanosoma brucei hexokinase 1 activity; recombinant TbHK1, G6PDH-coupled NADH A340; inhibition, % at 10 µM; actives 0.11% (n = 220,000); AID 1430;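 active means inhibition of 50% or more in the single-dose primary screen; inactive means inhibition below 50%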
Runt-SMMHC FRET = inhibitors of human RUNX1 Runt domain binding to CBFb-SMMHC; Q01196+Q13951; inhibition, % at 20 µM; AID 1434; Cerulean-Runt/Venus-CBFb-SMMHC FRET ratio 530/480, 1 h; actives 0.74% (n = 220,000);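 active means mean inhibition across duplicate retests at 20 µM reaching about 50%, limit read from the data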;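 further: 0% = DMSO wells and 100% = wells with excess untagged CBFb-SMMHC; inhibitors lower the FRET ratio by blocking Runt binding to CBFb-SMMHC; some results filed as inactive read as strong as hits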
Furin inh = inhibitors of human furin; AID 463115; actives 0.061% (n = 220,000); purified furin, fluorogenic substrate cleavage; inhibition, % at 30 µM; in the data active means inhibition above about 25%; further: inactives centre near -15
p47phox inh = inhibitors of human p47phox binding; p47phox/p22phox peptide binding, fluorescence polarization, 2 h; P14598; AID 1274; inhibition, % at 24.7 µM; actives 0.53% (n = 220,000);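 active means inhibition above about 30%, limit read from the data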;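 further: 0% = p47phox with labelled peptide and 100% = labelled peptide alone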
An asterisk follows results filed as active; i = inactive; . = not tested or not shown; [ ] = dose if it differs, or a comment.

No. | SMILES | p97 ATPase inh | Calpain2 inh | EBV gp42 inh | Runt-CBFb FRET | RBBP9 inh | TbHK1 inh | Runt-SMMHC FRET | Furin inh | p47phox inh
1 | CC(C)Oc1cccc(C(=O)C2CCCN(Cc3cccn3-c3cccnc3)C2)c1 (stereo not drawn) | -10 | 14 | -2 | 0 | -8 | 4 | 0 | -15 | 0
2 | CCCCC(=O)Nc1ccc(NC(=O)c2cc(OC)c(OC)c(OC)c2)cn1 | 7 | -28 | -13 | -2 | 4 | 3 | 3 | -17 | -27
3 | CC(=O)c1ccc(NC(=O)c2ccc(C)c(Br)c2)cc1 | 2 | 4 | -28 | 1 | -3 | 5 | -6 | -15 | 2
4 | Cn1nc(-c2ccc(OCC(=O)NCC3CCCO3)cc2)c2ccccc2c1=O (stereo not drawn) | -2 | -23 | -22 | -2 | -6 | 40 | -1 | -9 | -10
5 | O=C(Nc1ccccc1Br)C1CCC(=O)N1Cc1ccccc1Cl (stereo not drawn) | 1 | 8 | -11 | 0 | -6 | 1 | -3 | -16[20 µM] | -11
6 | Fc1cccc(CSc2ccc3nnc(-c4ccccn4)n3n2)c1 | 1 | -18 | 1 | -1 | -8 | -8 | 3 | -7 | -3
7 | O=C(NNC(=O)c1ccc2ncccc2c1)c1ccc(Cl)cc1 | -2 | 8 | 3 | 1 | -7 | -4 | 3 | -13 | 3
8 | Nc1ccc(S(=O)(=O)Nc2nc(-c3ccccc3)cc(-c3ccccc3)n2)cc1 | 8 | 6 | -16 | -1 | -7 | -6 | -7 | -11 | -36
9 | COc1ccccc1C(=O)N/C(=C/c1cccc([N+](=O)[O-])c1)C(=O)Nc1cccc(C(=O)O)c1 | -4 | -5 | 7 | 39 | -8 | 4 | -3 | -6 | 4
10 | O=C(NC1CC2CCCC(C1)N2Cc1cccs1)N1CCOCC1 (stereo not drawn) | 3 | -1 | 2 | -2 | -2 | 8 | -1 | -22 | 4
11 | CCOC(=O)C1=C(c2ccccc2)O/C(=C(/C#N)C(F)(F)F)S1 | 5 | -50 | 0 | -5 | 2 | -8 | 1 | -8[20 µM] | -106
12 | Cc1nc(SCC(=O)Nc2c(C)n(C)n(-c3ccccc3)c2=O)nc(C)c1C | -4 | 6 | -13 | -3 | -7 | -1 | -4 | -20[20 µM] | -6
13 | O=c1c2ccccc2nc(SCc2cc(F)cc3c2OCOC3)n1Cc1ccco1 | 4 | 26 | 2 | 0 | -4 | 0 | -1 | -24[20 µM] | -9
14 | Cc1ccc(C(=O)COC(=O)CNC(=O)COc2ccccc2C)cc1C | -3 | -2 | -9 | -7 | 0 | 4 | -72 | -6 | -21
15 | CCOC(=O)c1sc2ccccc2c1OC(=O)c1ccc(C)cc1 | 4 | -6 | -9 | -4 | 0 | -2 | -3 | -16 | -11
16 | O=C(Nc1ccc(Cl)c(S(=O)(=O)N2CCOCC2)c1)c1ccc(OCC2CCCO2)cc1 (stereo not drawn) | 1 | 8 | -6 | -1 | -8 | -1 | -6 | -26 | -10
17 | COc1cc(CNn2cnnc2)ccc1OCC(=O)NC(C)(C)C | -2 | -3 | -7 | -1 | 1 | 0 | 0 | -14[20 µM] | -4
18 | COc1ccc(CCn2c(C)cc(C(=O)CSc3nnnn3C)c2C)cc1 | 11 | -44 | -12 | 6 | -3 | -2 | -3 | -29[20 µM] | -12
19 | CN(CCOC(=O)c1ccc2c(c1)OCCO2)C(C)(C)C | -4 | 18 | -10 | -1 | 0 | 1 | -5 | -17[20 µM] | -18
20 | CS(=O)(=O)N1Cc2ccccc2CC1C(=O)OCC(=O)Nc1ccc2ccccc2c1 (stereo not drawn) | -1 | -224 | -16 | 0 | -2 | 6 | -1 | -19[20 µM] | -50
21 | CCc1nn(CC(=O)NCCCN2CCCC2=O)c(=O)c2cc3sccc3n12 | 6 | 1 | -2 | -1 | 1 | 2 | -1 | -22 | -13
22 | O=C1CCCN1CCCN=c1c([N+](=O)[O-])nn(-c2ccc(Cl)cc2)n1O | -4 | 21 | -3 | -2 | -5 | -1 | 2 | 3 | -4
23 | Cc1ccc(C(=O)/C=C/c2ccc3c(c2)OCCO3)c(O)c1 | 2 | -2 | 6 | 2 | -6 | -15 | 0 | -12 | 0
24 | CCC1(c2ccc(F)cc2)NC(=O)N(CC(=O)Nc2ccc(C)c(S(=O)(=O)N3CCOCC3)c2)C1=O (stereo not drawn) | -2 | 10 | -6 | -1 | -6 | -16 | 4 | -8 | -3
25 | O=C(Nc1cc(C(F)(F)F)ccc1F)C1CCC1 | 6 | 3 | -3 | 0 | 3 | 6 | 2 | -8[20 µM] | -1
26 | CN(C)c1ccc(NC(=O)c2ccc3nsnc3c2)cc1 | 3 | -5 | -14 | 6 | 0 | -10 | 8 | -3[20 µM] | -4
27 | CC12CCC(=O)N1c1c(sc3nc(N4CCOCC4)c4c(c13)CCCC4)C(=O)N2 (stereo not drawn) | 3 | i | -16 | 5 | -3 | -30 | 96* | -38[20 µM] | -3
28 | CCC(=O)N1c2ccccc2NC2=C(C(=O)CC(c3ccco3)C2)C1c1ccco1 (stereo not drawn) | 4 | -101 | 1 | 11 | -5 | -33 | 2 | -2 | -9
29 | Cc1ccc(/C=C2/NC(=O)N(Cc3ccccc3)C2=O)o1 | 3 | -30 | -50 | 28 | 7 | -6 | 25 | -1 | -11
30 | Cc1oc(-c2cc(F)ccc2F)nc1CN1CCCN(C(=O)c2ccco2)CC1 | -2 | -28 | 7 | -2 | -9 | -9 | 0 | -19 | 5
31 | O=C(N/N=C/c1ccc([N+](=O)[O-])o1)c1cn(-c2ccccc2)nc1-c1ccc(Cl)cc1 | 1 | 4 | -1 | 7 | -7 | 13 | 3 | -25 | -8
32 | CC(C)c1cc(Br)ccc1OCCN1C(=O)NC(C)(C)C1=O | -3 | -2 | 5 | -2 | 5 | -2 | 1 | -11 | -4
33 | O=C(OC(C(=O)NC1CCCCC1)c1ccccn1)c1cccs1 (stereo not drawn) | -4 | -11 | -10 | 0 | 1 | 9 | 0 | -6[20 µM] | 14
34 | CCCCCCNS(=O)(=O)c1ccccc1Br | . | -1 | -14 | 0 | . | -6 | -42 | -19 | -11
35 | CCOC(=O)C1=C(Cn2cnc3ccccc32)NC(=O)NC1c1cc(C)ccc1C (stereo not drawn) | 6 | 17 | 2 | -2 | -3 | 0 | -5 | -23[20 µM] | -66
36 | CCCCn1nc2cc(C(=O)NCCc3ccc(C)cc3)ccc2c1OCC | 0 | -230 | 0 | -2 | -8 | 2 | -4 | -23[20 µM] | 2
37 | COc1ccc(Cn2nnnc2C(c2ccccc2OC)N2CCC(C(N)=O)CC2)cc1 (stereo not drawn) | -2 | -12 | -2 | 0 | -13 | -6 | 2 | -24[20 µM] | 1
38 | Cc1ccc(-c2nc(CS(=O)CC(=O)NC3CCCC3)c(C)o2)cc1 (stereo not drawn) | -8 | 19 | -7 | 1 | 2 | -12 | -4 | -27 | -10
39 | C=CCn1c(SCC(=O)NCc2ccco2)nc2sc3c(c2c1=O)CCCCC3 | -4 | . | . | . | -4 | -11 | . | -18[20 µM] | .
40 | CC(C)CCNc1nc(N2CCCC2)c2c(c1C#N)CCN(C)C2 | -1 | -15 | -9 | 10 | -8 | -15 | 25 | 5 | -12
41 | COc1cccc(Nc2cc(C)nc3ccccc23)c1 | 4 | 27 | 11 | -1 | -6 | -37 | -2 | -9[20 µM] | -8
42 | O=C(CSc1nc2cc(Cl)ccc2o1)Nc1ccc(N2CCOCC2)cc1 | 2 | -12 | -11 | 0 | -7 | 1 | 1 | -11[20 µM] | -7
43 | CC(=O)C1=C(C)N(Cc2ccccc2)C(=O)N[C@H]1c1cccc(C(F)(F)F)c1 | 0 | -3 | -5 | -5 | -7 | -6 | 1 | -11 | -2
44 | COc1ccc(C(=O)Nn2c(SCC(=O)N3CCC(C)CC3)nc3ccccc3c2=O)cc1 | -19 | -17 | -3 | -2 | -8 | 2 | -2 | -3[20 µM] | -8
45 | COc1ccc(C2c3c(oc4ccccc4c3=O)C(=O)N2CCCN2CCOCC2)cc1 (stereo not drawn) | 4 | . | . | . | -2 | 0 | . | -14[20 µM] | .
46 | COc1ccc(Cl)cc1C(=O)NNC(=S)NC1CCCCC1 | -5 | -16 | -7 | 2 | -1 | -16 | 3 | -11 | -15
47 | CCCNC(=S)N1CCC(NC(=O)C2CCCCC2)CC1 | -3 | -8 | -7 | -3 | -7 | -7 | 0 | -4[20 µM] | -12
48 | COc1cccc(/C=N/NC(=O)COc2cccc3cccnc23)c1O | 2 | -62 | 2 | 6 | -1 | -4 | 20 | -18 | -3
49 | CCOC(=O)c1c(N)c2cc([N+](=O)[O-])ccc2n1C | 0 | -21 | 4 | -2 | -6 | -19 | 2 | -21 | -1
50 | Cc1ccc(O)c(NC(=O)c2cccc(NC(=O)c3ccco3)c2)c1 | 0 | -20 | -25 | 2 | -6 | -5 | -7 | -10[20 µM] | -15

Single entries from the results shown.
p47phox inh with `O=C(OC(C(=O)NC1CCCCC1)c1ccccn1)c1cccs1` (stereo not drawn) → 14
RBBP9 inh with `COc1ccc(C2c3c(oc4ccccc4c3=O)C(=O)N2CCCN2CCOCC2)cc1` (stereo not drawn) → -2

Going on with the list.
No. | SMILES | p97 ATPase inh | Calpain2 inh | EBV gp42 inh | Runt-CBFb FRET | RBBP9 inh | TbHK1 inh | Runt-SMMHC FRET | Furin inh | p47phox inh
51 | Cc1cnc(C(=O)N2CCCC(C(=O)c3ccc(C(F)(F)F)cc3)C2)cn1 (stereo not drawn) | 0 | -14 | 8 | . | -3 | -7 | . | -22 | 10
52 | CC(C)c1nc2n[nH]c(N)c2c2c1CCCC2 | 10 | -20 | -15 | -2 | 1 | 33 | 0 | -2 | -1
53 | COc1cccc(NC2=C(Cl)C(=O)OC2OC(=O)c2ccco2)c1 (stereo not drawn) | 5 | 0 | -1 | 1 | 1 | -8 | -5 | 5 | -2
54 | CCC(=O)Nc1c2c(nn1-c1ccc(OC)cc1)CS(=O)C2 (stereo not drawn) | 1 | -43 | -14 | 2 | -7 | -7 | 2 | -19 | 9
55 | O=C(CCN1CCN(CCO)CC1)Nc1ccc(C2CCCC2)cc1 | 2 | 10 | -3 | 0 | -5 | 1 | -2 | -16 | -2

Of the compounds above, seven have an aryl thioether with sulfur outside any ring.
No. | SMILES | p97 ATPase inh | Calpain2 inh | EBV gp42 inh | Runt-CBFb FRET | RBBP9 inh | TbHK1 inh | Runt-SMMHC FRET | Furin inh | p47phox inh
6 | Fc1cccc(CSc2ccc3nnc(-c4ccccn4)n3n2)c1 | 1 | -18 | 1 | -1 | -8 | -8 | 3 | -7 | -3
12 | Cc1nc(SCC(=O)Nc2c(C)n(C)n(-c3ccccc3)c2=O)nc(C)c1C | -4 | 6 | -13 | -3 | -7 | -1 | -4 | -20[20 µM] | -6
13 | O=c1c2ccccc2nc(SCc2cc(F)cc3c2OCOC3)n1Cc1ccco1 | 4 | 26 | 2 | 0 | -4 | 0 | -1 | -24[20 µM] | -9
18 | COc1ccc(CCn2c(C)cc(C(=O)CSc3nnnn3C)c2C)cc1 | 11 | -44 | -12 | 6 | -3 | -2 | -3 | -29[20 µM] | -12
39 | C=CCn1c(SCC(=O)NCc2ccco2)nc2sc3c(c2c1=O)CCCCC3 | -4 | . | . | . | -4 | -11 | . | -18[20 µM] | .
42 | O=C(CSc1nc2cc(Cl)ccc2o1)Nc1ccc(N2CCOCC2)cc1 | 2 | -12 | -11 | 0 | -7 | 1 | 1 | -11[20 µM] | -7
44 | COc1ccc(C(=O)Nn2c(SCC(=O)N3CCC(C)CC3)nc3ccccc3c2=O)cc1 | -19 | -17 | -3 | -2 | -8 | 2 | -2 | -3[20 µM] | -8
